Compound activity from PubChem BioAssay.
S-ASM inh: blocks human secretory acid sphingomyelinase; P17405; placental ASM, HMU-PC fluorogenic substrate, 60 min; Potency, µM (titrated, usually from 57.5 µM), inactives show at the top dose activity change, negative = inhibition, usual class: inhibitors; 0.006% of 340,000 active; AID 504937; note: potency is the fitted concentration of half-maximal effect
Target sequence (P17405 47-631 limits assumed): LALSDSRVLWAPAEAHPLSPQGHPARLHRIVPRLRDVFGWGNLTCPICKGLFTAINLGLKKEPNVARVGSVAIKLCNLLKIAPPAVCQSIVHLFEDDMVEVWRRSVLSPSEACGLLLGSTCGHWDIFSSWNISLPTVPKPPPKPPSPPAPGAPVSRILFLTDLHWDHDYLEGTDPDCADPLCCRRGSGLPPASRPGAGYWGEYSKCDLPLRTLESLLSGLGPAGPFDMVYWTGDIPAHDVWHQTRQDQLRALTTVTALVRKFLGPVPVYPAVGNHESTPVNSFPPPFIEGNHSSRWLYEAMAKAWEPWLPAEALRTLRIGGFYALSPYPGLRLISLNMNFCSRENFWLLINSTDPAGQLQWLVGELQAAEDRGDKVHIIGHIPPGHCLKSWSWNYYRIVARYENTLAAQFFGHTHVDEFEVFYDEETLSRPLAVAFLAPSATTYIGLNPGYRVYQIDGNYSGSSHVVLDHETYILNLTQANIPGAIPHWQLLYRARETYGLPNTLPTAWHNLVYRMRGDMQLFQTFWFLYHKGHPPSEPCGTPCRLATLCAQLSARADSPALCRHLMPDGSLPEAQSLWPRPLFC
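Human placenta-derived ASM enzyme was preincubated with compound for 10 minutes at room temperature, then given fluorogenic substrate HMU-PC0 (9 uM final) for 60 minutes at 37 °C; a pH 10 stop preceded fluorescence reading at Ex 386/Em 447 nm.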
PTAP TSG101 blk: blocks PTAP/TSG101 interaction to inhibit HIV-1 budding; Potency, µM (top dose mostly 115 µM), inactives show at the highest dose activity change, negative = inhibition, usual class: inhibitors; 340,000 tested, under 10 active; Fluorescence polarization, FITC-PTAP peptide / Tsg101 binding; Q99816; active = well fitted inhibition curve with a large enough effect in the main read-out, with a control signal flat, not every such curve was filed as active; inconclusive = small, poorly fitted or top-dose-only effect, or effect the other way, or a change in a side signal; inactive = no such curve, though single readings can be large or run the other way; note: potency is the fitted concentration of half-maximal effect; % of control where 0% means no effect
Target sequence (Q99816 whole entry, looked up): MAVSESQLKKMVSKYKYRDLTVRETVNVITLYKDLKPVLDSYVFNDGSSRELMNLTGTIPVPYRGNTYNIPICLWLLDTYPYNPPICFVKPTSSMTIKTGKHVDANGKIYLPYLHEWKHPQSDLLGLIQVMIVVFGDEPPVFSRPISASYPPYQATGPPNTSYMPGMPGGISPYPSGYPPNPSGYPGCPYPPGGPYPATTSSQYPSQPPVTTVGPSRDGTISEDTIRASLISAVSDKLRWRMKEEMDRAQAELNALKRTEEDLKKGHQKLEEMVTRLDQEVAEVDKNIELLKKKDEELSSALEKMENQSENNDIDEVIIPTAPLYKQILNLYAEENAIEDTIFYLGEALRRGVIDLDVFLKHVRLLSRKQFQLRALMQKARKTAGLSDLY
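Tsg101 binding domain (10 uM final) was mixed with compound and a FITC-labeled PTAP peptide (50 nM final) in HEPES pH 7.5 buffer with NaCl, Tween 20, EDTA and TCEP; fluorescence polarization was read after 20 min at r.t.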
BRCA1 expr act: BRCA1 expression activation | MCF7-BRCA1-FFLuc reporter, luminescence, 48 h; response scale: scaled: vehicle 0%, 10 µM genistein 100% | Potency, µM (highest dose often 46.1 µM), without a hit: at the highest dose activation, usual class: activators | 1.1% of 380,000 active | AID 624202; note: potency is the fitted concentration of half-maximal effect; nearly all actives have a fitted effect of over 80% in size; some results filed as inactive show a strong effect at the top dose
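Luminescence from a BRCA1-driven firefly luciferase in MCF7 cells was the read-out, taken 15 min after substrate addition following 48 h compound exposure at 37 °C. Data were normalized to a 10 microM genistein control and DMSO vehicle.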
TRPV1 ag: human TRPV1 agonism; TRPV1-expressing cells, Fluo-8 calcium influx, agonist mode; AID 540275; Q8NER1; activation, % at 8.33 µM; 0.19% of 320,000 active; in the data active = activation above about 80%; inconclusive = between about 30% and that limit; note: 0% is about no effect
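Fluo-8 calcium influx in TRPV1-expressing cells, kinetic read (ex 480/em 520 nm). Compound added and read 3 min for agonist activity, followed by capsaicin at EC20 final and 2 min further read for enhancement.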
USP2a inh: blocks human ubiquitin-specific protease USP2a; AID 463254; Potency, µM (highest dose often 38.3 µM), without a hit: top-dose activity change, negative = inhibition, usual class: inhibitors; 0.01% of 330,000 active; O75604; USP2 core, Ub-CHOP2 coupled fluorogenic reporter, 485/531;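 note: potency is the fitted concentration of half-maximal effect; plate controls were DMSO wells for no effect and full inhibition by NEM control for full effect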
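Cell-free coupled assay: 10nM USP2 core preincubated 30min RT with compound in Tris-HCl pH 8.0/CaCl2/CHAPS buffer, then 25nM Ub-CHOP2 and 25nM reporter substrate; fluorescence (Ex 485/Em 531) read after 60min RT, normalized to NEM inhibition, concentration-response curves fitted.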
B2AR arrestin: recruits beta-arrestin to the human beta2-adrenergic receptor; 0.02% of 330,000 active; beta-arrestin recruitment to beta2AR, cell-based reporter; Potency, µM (doses to about 46.1 µM), for the others: at the top dose activation, most hits filed as activators; AID 492947; P07550;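 note: potency is the fitted concentration of half-maximal effect; 0% = DMSO controls and full agonism = EC100 isoproterenol or metaproterenol; nearly all actives have a fitted effect of over 65% in size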
p53 reactivator: restores transcriptional activity of mutant p53; H1299 p53-A138V BP100-luciferase reporter, luminescence, 24 h; 0.063% of 320,000 active; AID 504706; Potency, µM (doses to about 92.2 µM), inactives show top-dose activity change, positive = activation, usual class: activators; note: potency is the fitted concentration of half-maximal effect; % of control where 0% means no effect; nearly all actives have a fitted effect of over 45% in size
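p53-null H1299 cells stably carrying temperature-sensitive p53-A138V and a BP100-luciferase reporter were pinned with compounds (4-point, 1:5 series) and held 24 hrs at 37 deg C. Luminescence was read 10 min after detection reagent.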
ELG1 genotoxic: inducers of genotoxicity in HEK293T ELG1-luciferase cells; HEK293T ELG1-luciferase reporter, luminescence, 16 h; Potency, µM (highest dose often 46 µM), without a hit: at the highest dose activity change, positive = activation, actives largely listed as activators; 1.3% of 330,000 active; note: potency is the fitted concentration of half-maximal effect; % of control where 0% means no effect; nearly all actives have a fitted effect of over 60% in size
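HEK293T cells expressing luciferase-tagged ELG1 were exposed to compound or DMSO vehicle for 16 hr at 37 °C and 5% CO2. Luciferase activity was then measured with ONE-Glo after 30 min at room temperature.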
Eya2 phos inh: Eya2 (human) phosphatase inhibition; O00167; recombinant Eya2, OMFP fluorescence dephosphorylation (OMFP is methylfluorescein phosphate); Potency, µM (titrated, usually from 76.9 µM), inactives show top-dose activity, negative = inhibition, most hits filed as inhibitors; 0.006% of 330,000 active; AID 488837; note: potency is the fitted concentration of half-maximal effect; % is set by controls: 0 for no effect and ±100 for the full control effect
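Eya2 (0.2 uM) preincubated 10 min at ambient with compound, then OMFP substrate added at 50 uM; 10 min reaction in 50 mM HEPES pH 7.5, 50 mM NaCl, 5 uM MgCl2, 0.05% BSA, 1 mM DTT. Fluorescence read at Ex 485/Em 525 nm.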
Integrin act MD: integrin-mediated muscular dystrophy alleviation activation. alpha7betagal myoblasts, beta-gal FDG fluorescence, 48 h. Potency, µM (top dose mostly 38.3 µM), for the others: at the highest dose activation, most hits filed as activators. 0.064% of 350,000 active. AID 624291;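 note: potency is the fitted concentration of half-maximal effect; 100% = response of the positive control SU9516; nearly all actives have a fitted effect of over 60% in size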
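alpha7betagal+/- myoblasts (passage 13, 250/well) treated 48 h at 37C with compounds at 1:260 dilution of DMSO stock. Lysed, then beta-galactosidase activity read as FDG fluorescence (ex 480/em 540) after 30 min, with pre-read for autofluorescence.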
uPA surface inh: cell surface uPA generation inhibition | cell surface uPA generation assay, qHTS | 0.31% of 330,000 active | AID 540303 | Potency, µM (series often up to 38.3 µM), for the others: top-dose activity change, negative = inhibition, usual class: inhibitors; active = well fitted inhibition curve with a large enough effect; inconclusive = small, poorly fitted or top-dose-only effect; inactive = no such curve, though single readings can be large or run the other way; tested in mouse RAW 264.7 cells; note: potency is the fitted concentration of half-maximal effect; % is set by controls: 0 for no effect and ±100 for the full control effect; nearly all actives have a fitted effect of over 55% in size
The depositor's hits bear a star; ? = inconclusive; nt = no result given; [ ] = another dose, or the depositor's remark. Unless noted, calls come from the whole dose curve; as a rule, active = well fitted curve in the direction sought with a large enough effect; inconclusive = small, poorly fitted or top-dose-only effect, or another doubt; inactive = no such curve, though single readings can be large; an effect the other way counts as inactive or inconclusive.

smiles,Eya2 phos inh,TRPV1 ag,Integrin act MD,B2AR arrestin,p53 reactivator,USP2a inh,ELG1 genotoxic,BRCA1 expr act,PTAP TSG101 blk,S-ASM inh,uPA surface inh
CCOC(=O)c1c(NC(C)=O)sc2c(OC)cccc12,6%,2,-3%,-0.5%,-3%,0%,7%,-17%,0%,-2%,3%
CC1CCN(c2nc3ccccc3nc2C(C#N)C(=O)NC2CCCCC2)CC1 (stereo not drawn),4%,3,nt,-0.1%,4%,-1%,0%,nt,nt,nt,nt
O=C(CSc1cccc[n+]1[O-])Nc1ccc([N+](=O)[O-])cc1Cl,1%,2,13%,-0.2%,?,8%,10%,46%,-2%,-1%,-1%
COc1ccc(-c2noc(N(C)CC(=O)Nc3cccc(C(F)(F)F)c3)n2)cc1,-24%,23,-34%[inhibitor],0.4%,25%,4%,2%,13%,-5%,?,15%
Cn1c(C(C#N)C2=C(Cl)C(=O)N(c3ccccc3)C2=O)nc2ccccc21 (stereo not drawn),-16%,15,nt,0.1%,-25%,-9%,-3%,nt,nt,nt,nt
CN(CC(=O)Nc1ccccc1Cl)CC(=O)Nc1cccc2ccccc12,-10%,nt,-11%,-0.1%,-6%,-3%,-9%,5%,-4%,-2%,6%
O=S(=O)(c1ccccc1)N1CCN(c2cc(-c3ccccc3)nc3ncnn23)CC1,3%,2,4%[7.66 µM],-1.0%,-2%,-1%,-13%,-61%,-1%,1%,nt
CCC1C(=O)Nc2ccccc2N1C(=O)c1ccc(Cl)nc1 (stereo not drawn),-22%,0,7%,0.2%,0%,-1%,2%,-6%,2%,0%,6%
CCOC(=O)c1cc([N+](=O)[O-])sc1NC(=O)c1ccc(S(=O)(=O)N2CC3(C)CC2CC(C)(C)C3)cc1 (stereo not drawn),-3%,2,15%,-0.4%,?,0%,-5%,-56%,-1%,0%,10%
N[C@@H](Cc1ccc(O)cc1)c1nnc([C@H](CCC(=O)O)NC(=O)C2CCNCC2)o1,12%,3,-3%,0.2%,1%,0%,-1%,8%,0%,3%,3%
CCc1nnc(NC(=O)CSc2nnc(Cc3cccn3C)n2CCOC)s1,-13%,1,20%,-0.5%,-5%,2%,3%,-4%,0%,2%,-3%
O=C(c1ccc(SCc2cccc(Br)c2)c([N+](=O)[O-])c1)N1CCN(c2ccccn2)CC1,-4%,1,-13%,0.2%,2%,2%,0%,-73%,0%,-1%,1%
N#CCCN(C(=O)CSc1nc2ccccc2c(=O)[nH]1)c1ccc(F)cc1,-8%,nt,17%,-0.2%,3%,3%,4%,-19%,-6%,2%,-6%
CCCCc1nn(-c2cc(Cl)ccc2OC)c2c1C(=O)CC(C)(C)C2,-1%,-2,-9%,0.3%,3%,-10%,-8%,-17%,-3%,-3%,28%
O=c1[nH]c(-c2ccc(-c3cccc(Cl)c3)o2)nc2ccccc12,8%,nt,nt,-1.6%,25%,-4%,2.6µM*,-6%,5%,61%[activator],-21%
O=C(CCCNC(=O)c1ccc(Cl)cc1)Nc1ccc(Br)cc1,-6%,18,-18%,0.1%,0%,-1%,1%,18%,2%,-4%,1%
COCCn1c(SCC(=O)Nc2cccc(OC)c2)nnc1-c1ccccc1,-2%,1,12%,0.0%,-1%,2%,-5%,-6%,-4%,11%,13%
COc1ccc(NC(=S)N2CCN(S(=O)(=O)c3ccc(F)cc3)CC2)cc1OC,-8%,11,4%,2.5%,-4%,-1%,-8%,-6%,-6%,2%,11%
Cc1ccc(C(C)C)cc1OCC(=O)NC1CCCCCCC1,-41%,27,-27%,0.0%,16%,1%,?,-19%,-3%,3%,9%
Cc1csc(NC(=O)c2ccc(N3CCCC3=O)cc2)n1,-2%,-10,?,0.0%,-8%,1%,0.65µM*,?,-11%,1%,2.8µM*
O=[N+]([O-])c1ccc(/C=N/n2c(COc3ccccc3)n[nH]c2=S)cc1,-4%,10,0%,0.3%,4%,0%,2%,1%,-6%,-11%,1%
CC(C)C(O)(C#CCN1CCCC1)c1ccccc1 (stereo not drawn),5%,-3,-22%,-1.0%,-5%,1%,2%,-9%,-4%,2%,0%
CN(CC(=O)NC1CCCCC1)S(=O)(=O)c1ccc2c(c1)c(=O)n(C)c(=O)n2C,-2%,-1,14%,0.4%,-2%,6%,-2%,-2%,-4%,-1%,5%
CCOc1ccc(OCC)c(NC(=O)C2CCCN(c3nc(C)cc(C)n3)C2)c1 (stereo not drawn),8%,22,-20%,-0.5%,2%,-1%,-16%,-25%,-2%,-2%,nt
CCOC(CN=c1nc(N(C)C)ss1)OCC,nt,nt,-54%[inhibitor],nt,nt,nt,nt,-6%,-1%,3%,-8%
O=C(CCc1nc2ccccc2c(=O)[nH]1)OCC(=O)N1CCc2ccccc21,-1%,4,5%,-0.1%,4%,-1%,13%,2%,-3%,0%,0%
COc1cc(/C=N/n2c(C3CCCCC3)n[nH]c2=S)cc(OC)c1O,10%,-4,1%,0.4%,-7%,3%,0%,-24%,3%,82%[activator],-5%
COc1cccc(S(=O)(=O)N2CCN(c3ccccc3F)CC2)c1,0%,17,-21%[7.66 µM],-0.4%,1%,1%,0%,-23%,-2%,-1%,3%
Cc1c(Cl)cnc(NC(=O)COC(=O)[C@H](C)NC(=O)c2ccccc2)c1Cl,6%,-4,0%,0.1%,10%,0%,1%,-11%,-7%,0%,-4%
CSc1ccccc1C(=O)NCc1ccc(C)cc1,-3%,2,20%,0.3%,12%,3%,7%,17%,1%,1%,-14%

As entered above:
Result for `O=S(=O)(c1ccccc1)N1CCN(c2cc(-c3ccccc3)nc3ncnn23)CC1` under Integrin act MD: 4%[7.66 µM]
Result for `COc1cc(/C=N/n2c(C3CCCCC3)n[nH]c2=S)cc(OC)c1O` under TRPV1 ag: -4
Result for `COCCn1c(SCC(=O)Nc2cccc(OC)c2)nnc1-c1ccccc1` under Integrin act MD: 12%
Result for `CCOC(CN=c1nc(N(C)C)ss1)OCC` under S-ASM inh: 3%

Additional compounds.
smiles,Eya2 phos inh,TRPV1 ag,Integrin act MD,B2AR arrestin,p53 reactivator,USP2a inh,ELG1 genotoxic,BRCA1 expr act,PTAP TSG101 blk,S-ASM inh,uPA surface inh
CCNC(=O)NC(=O)C(C)Sc1nnc(COc2ccccc2Cl)o1 (stereo not drawn),-10%,0,-34%,-1.0%,8%,2%,2%,10%,-3%,0%,-4%
c1ccc2c(CCNc3ncnc4nc[nH]c34)cccc2c1,1%,9,0%,-0.9%,?,1%,-12%,-53%,-5%,0%,-6%
CCOC(=O)c1nc(Nc2ccccc2)c2ccccc2n1,-5%,27,24%,0.4%,-6%,0%,1%,2%,-1%,-1%,nt
CCOc1cc(C2NC(=O)NC2=O)ccc1O (stereo not drawn),0%,8,0%,0.3%,8%,2%,2%,-10%,-1%,4%,nt
CCOC(=O)c1c(NC(=O)CSC(=S)N(C)C)sc(C)c1C,-9%,20,4%,3.3%,-5%,-1%,-3%,9%,-3%,-1%,-26%
Cc1cc(=O)oc2cc(OC(C)C(=O)Nc3ccc(C(N)=O)cc3)ccc12 (stereo not drawn),6%,1,0%,0.1%,-9%,1%,0%,1%,-1%,13%,-11%
COc1ccccc1OCC(=O)NCCS(=O)(=O)N1CCN(c2ccccc2)CC1,3%,1,12%,-0.2%,-4%,0%,-11%,-3%,-4%,6%,-21%
CSc1ncccc1C(=O)OCC(=O)N(CC(C)C)C1CCS(=O)(=O)C1 (stereo not drawn),18%[15.4 µM],-2,0%,-0.4%,-6%,2%,-3%,2%,0%,1%,2%
COc1ccc(S(=O)(=O)CC2(O)CCN(C(=O)CC(C)C)CC2)cc1,2%,-2,-18%,0.0%,-2%,-5%,0%,-4%,0%,11%,0%
CCOC(=O)N1CCC(n2c(SCC(=O)N3CCC(C)CC3)nc3ccccc3c2=O)CC1,8%,81*,-16%,-0.8%,13%,0%,1%,-22%,-8%,1%,5%

Whole records as entered above. Order of values: Eya2 phos inh, TRPV1 ag, Integrin act MD, B2AR arrestin, p53 reactivator, USP2a inh, ELG1 genotoxic, BRCA1 expr act, PTAP TSG101 blk, S-ASM inh, uPA surface inh
N#CCCN(C(=O)CSc1nc2ccccc2c(=O)[nH]1)c1ccc(F)cc1 reads -8%, nt, 17%, -0.2%, 3%, 3%, 4%, -19%, -6%, 2%, -6%
CCOc1ccc(OCC)c(NC(=O)C2CCCN(c3nc(C)cc(C)n3)C2)c1 (stereo not drawn) reads 8%, 22, -20%, -0.5%, 2%, -1%, -16%, -25%, -2%, -2%, nt
